Screening results deposited in PubChem BioAssay by The Scripps Research Institute Molecular Screening Center.
M5 PAM: CHRM5 positive allosteric modulation. P08912. CHO-K1 hM5, Fluo-8 calcium, ACh EC20 PAM; 0% = ACh EC20, 100% = ACh EC100. activation, % at 3 µM. 0.3% of 360,000 active. AID 624038;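 active means activation above the run cutoff, the mean activation of all test compounds plus 3 SD, cut at about 18% in these data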
Target sequence (P08912 whole entry, looked up): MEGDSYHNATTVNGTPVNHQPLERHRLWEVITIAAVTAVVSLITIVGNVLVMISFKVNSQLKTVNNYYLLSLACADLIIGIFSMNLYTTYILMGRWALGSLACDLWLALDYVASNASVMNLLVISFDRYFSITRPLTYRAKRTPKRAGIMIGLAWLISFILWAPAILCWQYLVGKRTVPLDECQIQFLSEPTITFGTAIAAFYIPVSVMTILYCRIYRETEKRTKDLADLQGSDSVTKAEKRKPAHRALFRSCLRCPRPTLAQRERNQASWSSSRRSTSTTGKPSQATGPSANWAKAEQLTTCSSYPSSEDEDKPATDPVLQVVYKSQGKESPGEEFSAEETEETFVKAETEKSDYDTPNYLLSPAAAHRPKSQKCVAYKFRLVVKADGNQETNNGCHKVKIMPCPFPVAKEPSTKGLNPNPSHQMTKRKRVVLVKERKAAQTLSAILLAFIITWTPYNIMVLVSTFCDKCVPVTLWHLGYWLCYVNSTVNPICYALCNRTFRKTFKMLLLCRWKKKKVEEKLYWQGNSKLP
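Probe or stimulus: acetylcholine, EC20 level; Assay system: human M5 receptor in CHO-K1 cells; Schedule: compound preincubation 140 s before EC20 acetylcholine addition; Technique: intracellular calcium via Fluo-8 fluorescence; Dosing: single-point, 3 µM nominal; Read-out basis: percent activation from peak-over-basal fluorescence ratio, scaled EC20-to-EC100 acetylcholine; Repeats: one well per compound, no replicates.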
M1 ag: agonists of human M1 muscarinic receptor | P11229 | CHO-K1 hM1, Fluo-8 calcium fluorescence, agonist mode; 0% DMSO, 100% acetylcholine EC100 | activation, % at 3 µM | 0.33% of 360,000 active;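 active means activation above the run's mean compound activation plus 3 SD, cut at about 16% in these data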;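 further: peak over basal fluorescence ratio within a 140 s kinetic read after compound addition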
CHRM4 agonist: CHRM4 agonism in calcium assay; P08173; CHO-K1 hM4/Gqi5, Fluo-8 calcium fluorescence; vehicle 0%, full acetylcholine response 100%; activation, % at 3 µM; 0.14% of 360,000 active; AID 624127;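 active means activation above the run mean over all test wells plus 3 SD, cut at about 32% in these data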;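 further: peak over basal fluorescence ratio per well then scaled between controls; 0% = DMSO wells and 100% = acetylcholine at EC100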
M5 ag: CHRM5 agonism in calcium assay; CHO-K1 hM5 cells, Fluo-8 calcium fluorescence; 0% DMSO wells, 100% maximal acetylcholine response; activation, % at 3 µM; 0.19% of 360,000 active; AID 624037;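 active means activation above the run's mean over test compounds plus 3 SD, cut at about 23% in these data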;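 further: signal is peak over basal fluorescence ratio across the kinetic read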
CHRM5 antagonist: blocks acetylcholine activation of human M5 receptor; P08912; 0.59% of 360,000 active; inhibition, % at 3 µM; CHO-hM5 cells, Fluo-8 calcium fluorescence, ACh EC80;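 active means inhibition above a per-plate cutoff, the mean of that plate's test compounds plus 3 SD, cut at about 27% in these data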;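 further: 0% = acetylcholine EC80 with DMSO and 100% = DMSO without agonist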
CHRM1 antagonist: blocks human M1 muscarinic receptor; P11229; 1.3% of 360,000 active; CHO-K1 hM1, Fluo-8 calcium fluorescence, ACh EC80 antagonist; inhibition, % at 3 µM;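 active means percent inhibition above its own plate's cutoff, namely the mean of that plate's compound wells plus 3 SD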;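 further: peak over basal fluorescence ratio during 140 s after agonist addition; 0% = ACh EC80 plus DMSO and 100% = DMSO alone without agonist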
TAAR1 agonist: agonists of human TAAR1; Q96RJ0; CHO RD-HGA16 TAAR1, Fluo-8 calcium fluorescence; vehicle wells 0%, saturating PEA agonist 100%; activation, % at 3 µM; 0.99% of 360,000 active; AID 624467;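 active means activation above the mean activation of all test compounds in the run plus 3 SD, cut at about 38% in these data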
Target sequence (Q96RJ0 whole entry, looked up): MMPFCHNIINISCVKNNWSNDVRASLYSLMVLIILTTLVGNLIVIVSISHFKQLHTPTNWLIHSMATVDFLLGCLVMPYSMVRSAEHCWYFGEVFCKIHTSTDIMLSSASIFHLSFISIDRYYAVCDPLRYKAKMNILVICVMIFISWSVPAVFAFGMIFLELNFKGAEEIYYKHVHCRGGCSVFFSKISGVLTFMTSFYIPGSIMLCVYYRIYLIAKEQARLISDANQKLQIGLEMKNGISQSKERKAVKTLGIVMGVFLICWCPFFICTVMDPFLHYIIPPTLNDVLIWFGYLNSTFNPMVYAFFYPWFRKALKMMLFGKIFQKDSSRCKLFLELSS
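test system = CHO RD-HGA16 cells carrying human TAAR1 plus Gα16 | schedule = 17-24 h seeding, 75 min 37 °C dye, 30 min RT | compound dosing = 3 µM single concentration | control set = DMSO and PEA EC100 | replicates = n 1 | signal = Fluo-8 fluorescence, 5 s baseline then 140 s kinetic read | measure = percent activation vs PEA EC100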
M4 antag: blocks acetylcholine activation of human M4 receptor; inhibition, % at 3 µM; CHO-hM4 cells, ACh EC80, Fluo-8 calcium fluorescence; 0.73% of 360,000 active; P08173;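 active means inhibition above its plate's cutoff, the mean inhibition of sample wells plus 3 SD, cut at about 27% in these data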;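 further: 0% = acetylcholine EC80 with DMSO and 100% = DMSO without agonist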
CHRM1 PAM: human CHRM1 positive allosteric modulation; P11229; CHO-K1 hM1, Fluo-8 calcium fluorescence, ACh EC20; 0% = ACh EC20, 100% = maximal ACh; activation, % at 3 µM; 0.088% of 360,000 active; AID 588819; in the data active means activation above about 19%, passing the limit was not always enough
* = called active by the depositor; . = no result given.

Value order: M5 PAM | M1 ag | CHRM4 agonist | M5 ag | CHRM5 antagonist | CHRM1 antagonist | TAAR1 agonist | M4 antag | CHRM1 PAM
COCCN1Cc2cc3cc(C)ccc3nc2SC1=Nc1cccc(OC)c1
 : 8 | -2 | -1 | -2 | 2 | -16 | 0 | -12 | 15
CCOc1ccc(CN(CC)C(=O)Cc2c[nH]c3ccccc23)cc1OC
 : 1 | 0 | 4 | 2 | 2 | -10 | 2 | -1 | 11
Cc1ccc2oc3nc(C)c(C(=O)O)cc3c(=O)c2c1
 : 0 | -1 | 0 | -2 | -1 | -8 | -1 | 8 | -5
O=C(C[C@H]1C[C@H](C(=O)N2CCCCC2)[C@@]2(CCc3ccccc3)c3[nH]c4cc(-c5ccco5)ccc4c3CCN2C1=O)NCCN1CCOCC1
 : 4 | -2 | 2 | 0 | -4 | -8 | 4 | 6 | 9
Nc1cc(C(=O)N/N=C/c2cccc([N+](=O)[O-])c2)n[nH]c1=O
 : 11 | -2 | 1 | -1 | -6 | -12 | 3 | 0 | 7
CCCNC(=O)C1CN(C(=O)c2nn(Cc3ccccc3)c(=O)c3ccccc23)c2ccccc2O1 (stereo not drawn)
 : 5 | -6 | 0 | 1 | 4 | -2 | 0 | 8 | 4
C#CCOC(=O)Nc1cccn(Cc2c(Cl)cccc2Cl)c1=O
 : 3 | -7 | 0 | -1 | 2 | -1 | 5 | 21 | 1
Cc1ccccc1OCC(=O)OCC(=O)NCc1ccccc1Cl
 : -1 | -2 | 0 | -1 | 1 | -7 | 7 | -10 | 6
COc1ccccc1C(=O)NCC(=O)Nc1ccccc1
 : 6 | -4 | 2 | 0 | -7 | 4 | 5 | 0 | 4
Cc1nnc(SCC(=O)Nc2ccc(N(C)C)cc2)n(N)c1=O
 : 0 | -3 | 1 | 0 | 0 | -6 | 1 | 5 | 6
CC(C)c1ccc(NC2CCCN(C(=O)c3cnn(C(C)C)c3)C2)cc1 (stereo not drawn)
 : 4 | -2 | 3 | 0 | -14 | 2 | 6 | 3 | -1
Cn1c(=O)c2nnn(/N=C(\c3ccccc3)C3CC3)c2n(C)c1=O
 : -5 | -3 | 0 | 0 | 5 | -8 | 11 | 4 | 8
COCCN(C(=O)CCC(=O)Nc1ccccn1)C(C(=O)NC(C)C)c1ccc(Cl)cc1 (stereo not drawn)
 : 1 | -2 | 1 | -4 | 2 | -6 | 4 | -14 | 6
CCOc1ccc(S(=O)(=O)Nc2nccs2)cc1
 : -13 | -5 | 2 | -2 | 1 | -13 | . | -6 | 10
CCc1cc2c(=O)[nH]c(CC(N)=O)nc2s1
 : 6 | -5 | 0 | 0 | 7 | -1 | -1 | 1 | 12
Cc1ccccc1NS(=O)(=O)c1ccc2c(c1)NC(=O)CO2
 : 1 | -6 | 2 | 0 | 4 | -7 | 2 | -6 | 8
Nn1c(SCC(=O)Nc2cccnc2Cl)nnc1-c1ccccc1
 : 6 | -2 | 1 | 1 | -4 | -10 | . | -16 | 12
Nc1cc(=O)[nH]c(SCC(=O)N2CCCC2)n1
 : -10 | -2 | 0 | 0 | 19 | 1 | -2 | 7 | 3
CC(NC(=O)c1ccco1)C(=O)N1CCN(c2ccccc2)CC1 (stereo not drawn)
 : 3 | -2 | 1 | -1 | 7 | -7 | 1 | -3 | 6
CCc1ccccc1NC(=O)CC(c1ccc(OC)cc1)n1cccc1 (stereo not drawn)
 : -12 | -1 | 11 | 4 | -1 | 5 | 6 | 4 | -3
O=C(O)C1C2CCC(O2)C1C(=O)NCc1ccncc1 (stereo not drawn)
 : -2 | -1 | 0 | -1 | 6 | 0 | 1 | 11 | 3
COc1cc2nc(CSc3nc(-c4ccc(F)cc4)cs3)[nH]c(=O)c2cc1OC
 : -11 | -4 | 9 | -1 | 0 | 8 | 8 | 5 | -3
COc1ccc(Nc2nnc(SCC3CCCO3)s2)cc1 (stereo not drawn)
 : 1 | -5 | 3 | -2 | 6 | -13 | 0 | 0 | 8
COc1cccc(NC(=S)/C(=C(\[O-])c2ccc(OC(F)F)cc2)[n+]2ccccc2)c1
 : 9 | -7 | 0 | -6 | 8 | 10 | 7 | -3 | 4
CC(OC(=O)C1=Cc2ccccc2OC1)C(=O)NC1CCCC1 (stereo not drawn)
 : 0 | -3 | 1 | 1 | 3 | -13 | 2 | 3 | 6
CC1(C)CC(=O)C(C(=O)CCCCC(=O)C2C(=O)CC(C)(C)CC2=O)C(=O)C1
 : -6 | -6 | 1 | 2 | 12 | -4 | 4 | 8 | 8
O=C(COC(=O)c1ccc(F)cc1)Nc1cc(S(=O)(=O)N2CCOCC2)ccc1N1CCCC1
 : 5 | -12 | 2 | -1 | -12 | -2 | 4 | -4 | 4
Cc1ccc(C)c(S(=O)(=O)N2CCN(C(=O)Cc3c(F)cccc3Cl)CC2)c1
 : -5 | -3 | 7 | -3 | 12 | -4 | 0 | 0 | 5
COCCNC(=O)c1cc2sccc2n1C
 : -3 | -5 | 2 | -3 | -4 | -8 | 2 | 5 | 7
COc1ccc(OCC(=O)NNC(=O)c2cccc(S(=O)(=O)N(C)C)c2)cc1
 : -1 | 0 | -1 | 2 | -4 | 0 | 3 | -15 | 3
Cc1cccc(C)c1NC(=O)C(CCc1ccccc1)N1CCN(C)CC1 (stereo not drawn)
 : -2 | . | 3 | -1 | 5 | . | 11 | 8 | .
N#CC1(NC(=O)CSc2nncn2-c2ccccc2F)CCCC1
 : 8 | -3 | 3 | 2 | -4 | -6 | -1 | 5 | 6
COCCCN(C(=O)Nc1ccccc1)C(C)c1ccncc1 (stereo not drawn)
 : -5 | -3 | 1 | 1 | 1 | -4 | 3 | -8 | 3
Cc1n[nH]c(=O)c2ccccc12
 : 7 | -4 | 0 | 2 | -3 | -11 | 3 | 2 | 10
O=c1oc(-c2cccs2)nc2ccc(Br)cc12
 : 1 | -3 | 0 | -1 | -3 | -1 | 8 | -5 | -2
O=C(CCn1[nH]c(=O)c2ccccc2c1=O)N1CCOCC1
 : 5 | 2 | 1 | 1 | -3 | -11 | 6 | 8 | 7
COC1=CC(=O)CC(C)C12Oc1cc(OC)cc(OC)c1C2=O (stereo not drawn)
 : 3 | -1 | 1 | 3 | 2 | -4 | 2 | -7 | 6
CN1CCN(c2ccc(-c3cccc(NC(=O)COc4ccc(Cl)cc4Cl)c3)nn2)CC1
 : -5 | -5 | 6 | -5 | 14 | 4 | 14 | 2 | -9
C[C@@H]1CN([C@@H](C)CO)C(=O)CCCn2nncc2CO[C@@H]1CN(C)C(=O)Cc1ccccc1
 : 4 | -5 | 0 | 1 | -3 | 0 | 1 | -2 | -7
Nc1cc(C(=O)OCC(=O)c2ccc(CC(=O)N3CCOCC3)s2)ccc1Cl
 : 5 | 3 | 13 | 3 | -4 | -11 | 1 | -2 | 10

Reformatted with tabs: entries from further up.
mol	M5 PAM	M1 ag	CHRM4 agonist	M5 ag	CHRM5 antagonist	CHRM1 antagonist	TAAR1 agonist	M4 antag	CHRM1 PAM
Cc1ccccc1NS(=O)(=O)c1ccc2c(c1)NC(=O)CO2	1	-6	2	0	4	-7	2	-6	8
COc1cc2nc(CSc3nc(-c4ccc(F)cc4)cs3)[nH]c(=O)c2cc1OC	-11	-4	9	-1	0	8	8	5	-3

Other structures follow.
Value order: M5 PAM | M1 ag | CHRM4 agonist | M5 ag | CHRM5 antagonist | CHRM1 antagonist | TAAR1 agonist | M4 antag | CHRM1 PAM
COCCN1C(=O)c2ccc(C(=O)O)cc2C1=O
 : 5 | -2 | 1 | 0 | -8 | -12 | 5 | 10 | 12
CCCCCC(=O)N/N=C/c1ccc(N(C)C)cc1
 : 1 | -8 | -1 | -1 | 3 | 1 | 4 | 5 | 0
COc1ccc(S(=O)(=O)N(C)C[C@H]2Oc3c(NC(=O)NC(C)C)cccc3C(=O)N([C@H](C)CO)C[C@@H]2C)cc1
 : -1 | -3 | 2 | -1 | -4 | -20 | 5 | -22 | 13
CC1(C)CC(=O)C2=C(C1)NC1=C(C(=O)c3ccccc31)C2c1ccc(O)cc1 (stereo not drawn)
 : 5 | -6 | 2 | -1 | 4 | 1 | -1 | 2 | 4
CC(=O)N1CSCC1C(=O)N1CCN(c2ccc(N3CCOCC3)nn2)CC1 (stereo not drawn)
 : 0 | -4 | 0 | 1 | 1 | 4 | 1 | 2 | -1
O=C(c1ccccc1)N1CCCCC(S(=O)(=O)c2ccccc2)C1=O (stereo not drawn)
 : 2 | 1 | 2 | -1 | -5 | -22 | 5 | -4 | 4
O=C(COc1ccccc1)Nc1ccc(N2CCN(C(=O)c3ccco3)CC2)cc1
 : 0 | -4 | 5 | 4 | 2 | 0 | 2 | -6 | 2
COc1ccc(Br)cc1CN1CCC(N2CCCC2)CC1
 : -3 | -10 | 1 | -13 | -9 | 5 | 4 | -11 | -17
CCCSc1nnc(NC(=O)CSc2nc3[nH]c(=O)cc(O)c3s2)s1
 : -9 | -2 | 1 | 0 | 15 | 0 | 1 | -10 | 1
COc1ccccc1CNC(=O)CC12CC3CC(CC(Br)(C3)C1)C2
 : -6 | -2 | 1 | 1 | 23 | 0 | 0 | -6 | 4
COc1ccc(C2=NS(=O)(=O)N(C)C(C(=O)N3CCCCC3)=C2)cc1
 : -3 | 0 | 3 | 4 | 3 | -11 | 4 | -4 | 5
CCOc1ccc(N2C(=O)Nc3ccc(Br)cc3C2(O)C(=O)NCCCN(C)C)cc1 (stereo not drawn)
 : 1 | -6 | 0 | -1 | -4 | -1 | 3 | 1 | 5
CCCCn1c(SCC2CCCCO2)nc2cc(S(N)(=O)=O)ccc21 (stereo not drawn)
 : -1 | -3 | 1 | -3 | -1 | -4 | 1 | 0 | 3
CC1CCN(CCC(=O)NN)CC1
 : 4 | -9 | 1 | 1 | 0 | -7 | 2 | -9 | 9
Cc1nn(CC(=O)NC2(C#N)CCCCC2)c(C)c1[N+](=O)[O-]
 : 6 | -3 | 1 | 1 | 2 | -1 | 3 | 6 | 1
CCC(=O)c1ccc(OCC(=O)OCC(=O)N2CCCc3ccccc32)cc1
 : -18 | 0 | 21 | 7 | 6 | 5 | 8 | 0 | -6
Cc1nn(C)c(Cl)c1C(=O)NC(C(=O)O)c1ccccc1 (stereo not drawn)
 : 14 | -9 | 1 | 2 | -6 | -6 | 8 | 2 | 16
CCOCCn1c(CN(Cc2ccccc2)Cc2ccccc2)nc2c1c(=O)[nH]c(=O)n2C
 : 9 | -5 | -1 | -3 | -14 | -5 | 12 | -6 | 3
CN(C(=O)COC(=O)CNC(=O)C12CC3CC(CC(C3)C1)C2)C1CCS(=O)(=O)C1 (stereo not drawn)
 : 2 | -2 | 1 | 0 | -6 | -8 | 14 | 2 | 2
O=C(N/N=C/c1ccc(OC(=O)c2ccccc2)c([N+](=O)[O-])c1)c1ccc(O)cc1
 : -6 | 0 | 5 | 2 | 1 | 13 | 0 | -5 | -6
CN1CCN(c2cc(=O)n(Cc3ccc(F)cc3)c(=O)[nH]2)CC1
 : -4 | 9 | 2 | 2 | 6 | 9 | 1 | -16 | 9

A portion of the library. The share of hits here may be higher or lower than overall.
